# Assay outcomes deposited in PubChem BioAssay by several laboratories.
# Thrombin inh: thrombin (human) inhibition. AID 1046. inhibition, % at 5 µM. alpha-thrombin, Boc-VPR-AMC fluorogenic substrate cleavage. P00734. hit rate 0.26% among 220,000;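 active means inhibition at or above 40%; inactive means inhibition below 40%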;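 further: 0% = enzyme with no compound and 100% = wells without enzyme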
#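 System – human alpha-thrombin · Medium – pH 7.5 Tris (50 mM) with NaCl 150 mM, Tween 20 0.05% · Compound – single-point dosing at 5 µM, 0.2% DMSO · Incubation – enzyme reaction carried out at room temperature · Technique – fluorescence of released AMC, ex 355 nm, em 460 nm · Read-out basis – % inhibition of thrombin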
# Wee1 degr inh: human Wee1 degradation inhibition, primary screen. HeLa Luc-Wee1K328M stability, luciferase luminescence; 100% = proteasome inhibitor MG132 effect. reporter increase, % at 5 µM. hit rate 1.2% among 220,000. P30291;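 active means activation above the mean of all tested compounds plus 3 SD, set per screening run, cut at about 8.8% in these data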;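 further: cells exposed to compound for 20 h before luminescence read; 0% = DMSO alone and 100% = MG132 at 30 µM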
# hK5 inh: kallikrein 5 (human) inhibition; hit rate 0.59% among 210,000; inhibition, % at 5 µM; Q9Y337; recombinant hK5, fluorogenic AMC substrate cleavage;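 active means inhibition of 40% or more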;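 further: 0% = enzyme controls without compound and 100% = no-enzyme blanks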
# FXIIa inh 1536: factor XIIa (human) inhibition. hit rate 0.3% among 220,000. purified FXIIa, Boc-QGR-AMC fluorogenic substrate, 2 h. P00748. inhibition, % at 5 µM. AID 800; in the data active means inhibition above about 40%;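 further: 0% = enzyme with no compound and 100% = blank without enzyme; many of its hits are not listed in these tables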
# KCC2 mod: modulators of human KCC2 chloride dependent transport; Q9H2X9; KCC2 cells, thallium flux FluoZin-2 fluorescence; B-score of Tl+ flux slope (higher = more flux/activation; lower = inhibition) at 10 µM; hit rate 2.2% among 190,000; AID 1456;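 active means thallium flux slope and its plate-corrected score both differing from the plate sample mean at a set confidence after two filtering rounds, in either direction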;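 further: slope of fluorescence scaled to starting intensity during 10 to 20 s after thallium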
# Target sequence (Q9H2X9 whole entry, looked up): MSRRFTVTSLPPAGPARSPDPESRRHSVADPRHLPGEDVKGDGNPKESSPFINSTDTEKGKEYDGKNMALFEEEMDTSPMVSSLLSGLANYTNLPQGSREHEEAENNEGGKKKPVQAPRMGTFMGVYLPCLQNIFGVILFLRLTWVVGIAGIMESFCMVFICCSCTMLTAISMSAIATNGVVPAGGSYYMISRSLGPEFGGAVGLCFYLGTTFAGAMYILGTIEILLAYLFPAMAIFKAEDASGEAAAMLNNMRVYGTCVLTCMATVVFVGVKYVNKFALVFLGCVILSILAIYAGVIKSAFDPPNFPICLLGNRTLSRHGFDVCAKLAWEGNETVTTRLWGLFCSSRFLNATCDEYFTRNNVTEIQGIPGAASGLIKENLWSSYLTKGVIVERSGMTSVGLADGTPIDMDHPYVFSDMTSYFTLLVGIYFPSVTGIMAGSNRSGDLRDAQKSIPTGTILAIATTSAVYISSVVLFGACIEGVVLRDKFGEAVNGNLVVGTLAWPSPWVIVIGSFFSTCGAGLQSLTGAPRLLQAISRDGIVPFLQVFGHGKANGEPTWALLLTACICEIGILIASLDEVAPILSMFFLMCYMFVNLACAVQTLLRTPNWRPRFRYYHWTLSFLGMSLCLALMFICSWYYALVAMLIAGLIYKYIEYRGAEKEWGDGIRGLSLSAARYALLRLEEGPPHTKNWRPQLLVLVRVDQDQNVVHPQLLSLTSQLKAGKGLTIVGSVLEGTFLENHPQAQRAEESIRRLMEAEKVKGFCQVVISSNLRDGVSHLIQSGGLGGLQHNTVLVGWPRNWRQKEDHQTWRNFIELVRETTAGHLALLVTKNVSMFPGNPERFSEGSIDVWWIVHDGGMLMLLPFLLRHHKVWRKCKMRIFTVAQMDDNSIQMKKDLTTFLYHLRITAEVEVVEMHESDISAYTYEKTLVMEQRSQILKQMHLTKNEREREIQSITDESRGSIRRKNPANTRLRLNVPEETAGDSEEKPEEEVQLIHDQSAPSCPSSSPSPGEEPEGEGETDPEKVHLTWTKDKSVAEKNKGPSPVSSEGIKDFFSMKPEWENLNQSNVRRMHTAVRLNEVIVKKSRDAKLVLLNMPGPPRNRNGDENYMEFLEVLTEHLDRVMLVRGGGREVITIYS
# Furin inhibitor: human furin inhibition. purified furin, fluorogenic substrate cleavage. hit rate 0.061% among 220,000. inhibition, % at 30 µM. P09958. AID 463115; in the data active means inhibition above about 25%; further: inactives centre near -15
# FXIa inh 1536: blocks human coagulation factor XIa protease activity; hit rate 0.14% among 220,000; inhibition, % at 5 µM; purified FXIa, Boc-Glu-Ala-Arg-AMC fluorogenic substrate; P03951;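 active means inhibition of at least 40%; inactive means inhibition below 40%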;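 further: fluorescence of freed AMC excited at 355 nm; 0% = enzyme without compound and 100% = no enzyme blank; many of its hits are not listed in these tables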
# PERK inh: inhibitors of human PERK kinase | Q9NZJ5 | CHO PERK-DD fusion, SEAP luminescence translation reporter | inhibition, % at 5.6 µM | hit rate 0.17% among 220,000 | AID 1416;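 active means inhibition above the mean inhibition of all tested compounds plus 3 SD, set separately per screening campaign, cut at about 2.9% in these data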;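 further: PERK kinase domain activated by AP20187 dimerizer at 100 nM; 0% = DMSO with dimerizer and 100% = rapamycin at 8.4 µM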
# p97 inhibitor: human p97 ATPase inhibition; P55072; hit rate 0.42% among 220,000; inhibition, % at 8 µM; recombinant p97 ATPase, Kinase-Glo ATP luminescence, 3 h; AID 1481; in the data active means inhibition above about 15%;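 further: 0% = DMSO vehicle and 100% = wells lacking enzyme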
# An asterisk follows results filed as active; nt = not tested or not shown; [ ] = another dose, or the depositor's remark.
SMILES,Thrombin inh,Wee1 degr inh,hK5 inh,FXIIa inh 1536,KCC2 mod,Furin inhibitor,FXIa inh 1536,PERK inh,p97 inhibitor
CC(=O)NC1=NN(C(C)=O)C(c2sccc2C)S1 (centres undefined),6,2,-18,8,0.94,-27[20 µM],0,0.6,3
Cc1ccc(OCCNC(=O)/C=C/c2ccccc2)cc1C,3,-1,-4,12,-2.4,-9,6,1.3,0
COc1ccc(-n2cc(CNCC3CCOCC3)c(-c3cccc(F)c3)n2)cc1,-8,3,2,10,0.62,-15,-1,-0.6,-4
COc1ccc(C2C(C(=O)NCc3cccnc3)c3ccccc3C(=O)N2C)cc1OC (centres undefined),0,1,2,15,nt,-22,1,0.4,0
Cc1c(OC(=O)CNC(=O)OC(C)(C)C)ccc2c3c(c(=O)oc12)CCC3,1,5,-241,10,0.23,-71,1,0.2,2
O=C(Nc1ccc(Br)cc1)c1ccc(F)c(S(=O)(=O)NCc2cccs2)c1,-7,-1,3,-5,-0.17,-16,-12,-0.5,-4
COc1ccccc1CC(NC(C)=O)C(=O)NC1CCN(c2nnnn2-c2ccccc2)CC1 (centres undefined),0,1,-12,11,0.94,-18[20 µM],-6,0.8,-1
C=CCc1c(C)c(C#N)c2nc3ccccc3n2c1N1CCCCC1,1,-2,-1,9,0.081,-29,-4,1.1,1
CN(CC(=O)Nc1cc(S(=O)(=O)N2CCOCC2)ccc1Cl)C1CCS(=O)(=O)C1 (centres undefined),-10,-1,-4,8,0.66,-16,-1,0.8,2
O=C(O)CCC(=O)N1N=C(c2ccc(Br)cc2)CC1c1cccs1 (centres undefined),1,2,-14,2,-0.72,-14,-4,1.6,6
O=C(/C=C/c1ccccc1[N+](=O)[O-])c1ccccc1Br,6,-2,2,14,-0.74,-13,2,0.1,0
CC1CCCC(NC(=O)C2CCN(S(=O)(=O)N3CCOCC3)CC2)C1C (centres undefined),-3,2,-2,17,0.48,-4,2,1.2,7
COc1ccc(OC)c(NC(=O)C2CCCN(S(=O)(=O)c3cccc4nsnc34)C2)c1 (centres undefined),4,-1,8,15,nt,-10,-18,-1.6,-8
CCOC(=O)C1(CCc2ccccc2)CCN(Cc2nccn2CC)CC1,-8,3,nt,6,-0.42,-24,-2,0.1,-6
CC(=O)c1cccc(NC(=O)NNC(=O)CCC(=O)Nc2ccc(C)c(C)c2)c1,-2,1,0,-1,-0.047,-25,-6,2.1,1
COc1ccc(C(=O)Oc2ccc(/C=N/NC(=O)Cc3ccc([N+](=O)[O-])cc3)cc2)cc1,-7,-1,-2,23,0.014,-23,20,1.5,6
CCCCCCCCOc1ccc(C2OC34CCCCC3C(C#N)(C#N)C2(C#N)C(=N)O4)cc1 (centres undefined),-22,-1,-2,-7,-0.075,-29[20 µM],4,0.8,2
CC(=O)c1c(C)[nH]c(C(=O)OCC(=O)Nc2cc(C)on2)c1C,1,0,-32,3,0.78,-18,1,-0.3,-3
C#CCOC(=O)CCCC(=O)NCCCCCCCC,-6,0,nt,16,-0.011,-10,7,1.1,-3
COC(=O)c1ccc(CSc2nnc(CNC(=O)c3ccccc3F)o2)o1,-1,6,-4,-1,nt,5[20 µM],-5,-1.5,0

# Shown with each value named: entries from further up.
> COc1ccc(OC)c(NC(=O)C2CCCN(S(=O)(=O)c3cccc4nsnc34)C2)c1 (centres undefined)
- Thrombin inh: 4
- Wee1 degr inh: -1
- hK5 inh: 8
- FXIIa inh 1536: 15
- KCC2 mod: nt
- Furin inhibitor: -10
- FXIa inh 1536: -18
- PERK inh: -1.6
- p97 inhibitor: -8

> CC(=O)NC1=NN(C(C)=O)C(c2sccc2C)S1 (centres undefined)
- Thrombin inh: 6
- Wee1 degr inh: 2
- hK5 inh: -18
- FXIIa inh 1536: 8
- KCC2 mod: 0.94
- Furin inhibitor: -27[20 µM]
- FXIa inh 1536: 0
- PERK inh: 0.6
- p97 inhibitor: 3

> Cc1ccc(OCCNC(=O)/C=C/c2ccccc2)cc1C
- Thrombin inh: 3
- Wee1 degr inh: -1
- hK5 inh: -4
- FXIIa inh 1536: 12
- KCC2 mod: -2.4
- Furin inhibitor: -9
- FXIa inh 1536: 6
- PERK inh: 1.3
- p97 inhibitor: 0

> CC1CCCC(NC(=O)C2CCN(S(=O)(=O)N3CCOCC3)CC2)C1C (centres undefined)
- Thrombin inh: -3
- Wee1 degr inh: 2
- hK5 inh: -2
- FXIIa inh 1536: 17
- KCC2 mod: 0.48
- Furin inhibitor: -4
- FXIa inh 1536: 2
- PERK inh: 1.2
- p97 inhibitor: 7

# (more compounds)
SMILES,Thrombin inh,Wee1 degr inh,hK5 inh,FXIIa inh 1536,KCC2 mod,Furin inhibitor,FXIa inh 1536,PERK inh,p97 inhibitor
CCCSc1nc(C)cc(C)c1C(N)=O,4,-1,6,10,0.86,-20[20 µM],1,2.1,-1
FC(F)(Cl)c1nnc2ccc(Sc3ccccn3)nn12,-5,0,-2,7,0.26,-22,3,0.8,4
CCCN1CCN(c2ccc(S(N)(=O)=O)cc2[N+](=O)[O-])CC1,0,3,2,9,2.3,-7,-2,1.0,4
O=C(NCCc1nnc2ccc(NCc3ccc(F)cc3)nn12)c1ccccc1,2,-2,-7,10,-0.62,-9,0,0.7,-4
COC(=O)Cn1nc(-c2ccc(C)cc2)c2ccccc2c1=O,9,-1,0,10,-1.4,-30,-3,-0.1,-2
CC1CCCN(S(=O)(=O)c2ccc(NC(=O)c3cccc(-n4cnnn4)c3)cc2)C1 (centres undefined),-5,-1,1,8,-0.61,-27,-5,-0.2,3
Cc1cc(C(=O)NCc2ccccc2Cl)n(-c2ccccc2)n1,-6,5,-1,8,0.66,-24,-1,-0.6,1
Cc1ccc(N(C(=O)c2csnn2)C(C(=O)NC(C)(C)C)c2ccccn2)cc1 (centres undefined),-12,2,1,11,0.27,-3,1,0.8,4
CSc1nc2sc3c(c2c(=O)[nH]1)CCc1ccccc1-3,-4,0,-18,5,0.53,-26,4,1.3,3
CCOC(=O)c1[nH]c2ccccc2c1NC(=O)c1ccc(Br)o1,-1,6,-1,5,-0.076,-17[20 µM],-1,-0.4,2
Cc1ccc2nc(-c3cccc(Br)c3)cc(C(=O)NC3=NCCS3)c2c1,-2,3,-11,9,0.0013,-9,0,-1.2,13
CCOC(=O)NC1(C(F)(F)F)NC(=O)N(Cc2ccco2)C1=O (centres undefined),4,1,-1,14,1.3,-23,4,0.7,6
Cc1ccc2c(CN3CCCc4ccccc43)cc(=O)oc2c1C,-4,1,5,4,nt,-24,2,0.5,2
COc1ccccc1NC(NC(=O)c1cccnc1)C(Cl)(Cl)Cl (centres undefined),3,4,-16,6,nt,-17,3,0.2,6
COc1cc(/C=N/NC(N)=S)ccc1OCC(=O)Nc1ccc(C)c(C)c1,-9,-1,-6,10,0.55,-11[20 µM],2,-2.0,4
COc1cccc(NC(=O)c2oc3ccc(S(=O)(=O)N4CCOCC4)cc3c2C)c1,-5,-1,nt,3,-0.2,-22,-2,0.1,-1
CCn1c(CSc2ncccn2)nnc1SCC(=O)N1c2ccccc2CC1C (centres undefined),-10,4,-18,-12,0.11,5[20 µM],5,-1.1,4
CCOc1ccccc1NC(=O)c1cccc(NC(=O)c2ccco2)c1,-2,5,-11,8,-1.1,-23[20 µM],6,-1.4,7
O=C(/C=C/c1c(F)cccc1Cl)Nc1ccncc1,-2,0,-9,11,-0.26,-15,6,-1.1,5
O=C(NCN1CCN(c2ccccc2F)CC1)c1cccnc1,-2,1,-16,29,-0.069,-18[20 µM],21,1.2,2
CC1=C(C(=O)NC2CCC(C)CC2)C2(CCC(C)CC2)OC1=O (centres undefined),-10,-3,-29,-2,-0.16,-19,-12,0.4,0
O=C(Cc1ccccc1)CC1(O)C(=O)Nc2ccccc21 (centres undefined),-12,-3,0,-11,0.053,-18[20 µM],-8,0.4,7
CCN(CC)S(=O)(=O)c1ccc(NS(=O)(=O)c2ccc(OC)c([N+](=O)[O-])c2)cc1,-2,-1,-4,19,-1.2,-8,19,0.2,0
CCCn1c(=NC(C)=O)c(C#N)cc2c(=O)n3cccc(C)c3nc21,nt,-3,nt,nt,-0.29,-18[20 µM],nt,0.9,5
CC(C)[C@H](NC(=O)c1ccccc1)C(=O)OCC(=O)NCCc1ccc(F)cc1,-1,-1,-9,2,-1.5,-21,5,0.4,1
COC(=O)c1ccc(C(=O)OC)c(NC(=S)N2CCN(c3ccccn3)CC2)c1,2,2,3,11,-1.4,-26,2,0.3,0
CCC/C=C(\CCC)C(NC(=O)Cc1ccccc1)c1ccc(C(=O)OC)cc1 (centres undefined),2,-3,-5,16,-2.1,-6,4,-0.5,-2
N#CC1CC(c2ccccc2)Nc2cc(Cl)ccc2N1 (centres undefined),-3,4,-4,9,-0.38,-11,-1,2.2,13
CCC(Oc1ccc2ccccc2c1)C(=O)O (centres undefined),-5,-1,-7,-1,-0.81,-11[20 µM],-2,2.4,2
CCn1nnc(-c2ccccc2NC(=O)c2cc(OC)cc(OC)c2)n1,-2,0,-16,7,-0.0084,-25,7,0.1,-3
COc1ccc(NC(=O)N2c3ccc(OC)cc3C(C)=CC2(C)C)cc1,3,-1,-7,14,0.029,-6,7,-0.3,3
CN(CC(O)CN)CC(O)CN1CCCCC1 (centres undefined),4,-2,-4,11,0.044,-14[20 µM],4,0.7,-2
Cc1c(NC(=O)CSc2nnc(-c3ccncc3)o2)c(=O)n(-c2ccccc2)n1C,-4,4,1,3,2.2,-18,-1,1.1,3
S=C(NCc1ccco1)N1CCOCC1,4,-5,0,8,0.035,-11,-7,-1.1,1
O=[N+]([O-])c1ccc(/C=N/NS(=O)(=O)c2ccc(Cl)cc2)o1,0,-1,-13,25,-0.059,-14,10,1.9,3
CC(=O)C1C(=O)CC(C)(O)C(C(C)=O)C1c1ccc(N(C)C)cc1 (centres undefined),0,-2,7,15,nt,-13[20 µM],4,-0.4,-8

# A different layout for part of the listing above:
SMILES | Thrombin inh | Wee1 degr inh | hK5 inh | FXIIa inh 1536 | KCC2 mod | Furin inhibitor | FXIa inh 1536 | PERK inh | p97 inhibitor
O=C(Cc1ccccc1)CC1(O)C(=O)Nc2ccccc21 (centres undefined) | -12 | -3 | 0 | -11 | 0.053 | -18[20 µM] | -8 | 0.4 | 7
S=C(NCc1ccco1)N1CCOCC1 | 4 | -5 | 0 | 8 | 0.035 | -11 | -7 | -1.1 | 1
CCCn1c(=NC(C)=O)c(C#N)cc2c(=O)n3cccc(C)c3nc21 | nt | -3 | nt | nt | -0.29 | -18[20 µM] | nt | 0.9 | 5
CC1=C(C(=O)NC2CCC(C)CC2)C2(CCC(C)CC2)OC1=O (centres undefined) | -10 | -3 | -29 | -2 | -0.16 | -19 | -12 | 0.4 | 0
